Menin-MLL TR inh: inhibitors of human menin-MLL interaction, mutant MLL peptide | O00255 | Menin + Texas Red MLL mutant peptide, fluorescence polarization | Potency, µM (series often up to 61.6 µM), for the others: top-dose FP activity change, negative = inhibition, usual class: inhibitors | 0.23% of 270,000 active | AID 1768; active = well fitted inhibition curve with a large enough effect in the polarisation, with a control signal flat, not every such curve was filed as active; inconclusive = small, poorly fitted or top-dose-only effect, or effect the other way, or a change in a side signal; inactive = no such curve, though single readings can be large or run the other way; the % refers to the polarisation; note: potency is the fitted concentration of half-maximal effect; % of control where 0% means no effect; many of its hits are not listed in these tables
Mito fusion yeast: inhibitors of mitochondrial division or activators of mitochondrial fusion; AID 485298; S. cerevisiae fusion-defective mutant growth rescue, CellTiterGlo 48 h; Potency, µM (series often up to 46.1 µM), without a hit: at the highest dose growth rescue (activation), actives largely listed as activators; 0.23% of 320,000 active;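 note: potency is the fitted concentration of half-maximal effect; % of control where 0% means no effect; nearly all actives have a fitted effect of over 45% in size; temperature-sensitive fusion mutants such as fzo1-1 at 37 °C on non-fermentable ethanol glycerol medium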
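Yeast fusion mutant, YPEG (non-fermentable carbon), compound, 48 h at 37C non-permissive; CellTiterGlo added, 10 min RT, luminescence read. Rescued growth = division inhibition.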
Integrin act MD: integrin-mediated muscular dystrophy alleviation activation; alpha7betagal myoblasts, beta-gal FDG fluorescence, 48 h; Potency, µM (highest dose often 38.3 µM), for inactives: top-dose activation, usual class: activators; 0.064% of 350,000 active;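 note: potency is the fitted concentration of half-maximal effect; 100% = response of the positive control SU9516; nearly all actives have a fitted effect of over 60% in size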
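Alpha7betagal+/- myoblasts (passage 13) were plated 16-24 hr, then exposed to compounds (1:260 dilution of DMSO stock) for 48 hours at 37C. After MPER lysis, β-galactosidase reporter activity was read as FDG fluorescence (ex 480/em 540) after 30 minutes.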
TCR act: activators of T cell receptors; AID 504894; 330,000 tested, under 10 active; primary human leukocytes, anti-CD3, IL-2 HTRF, 48 h; Potency, µM (doses to about 9.22 µM), inactives show top-dose activation of IL-2 secretion, actives largely listed as activators; note: % of control where 0% means no effect
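Primary human leukocytes were stimulated with a-CD3 beads plus compounds for 48 hr without co-stimulation; secreted IL-2 was quantified by HTRF using a-IL-2-K (europium cryptate) and a-IL-2-d2, excited at 320nm with acceptor emission read at 665nm.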
TSHR antagonist: blocks TSH signaling through the human TSH receptor; TSHR-expressing cells, TSH-stimulated cAMP HTRF, 2 h; hits give low values; 0.2% of 330,000 active; activity change, negative = inhibition, % at 11.5 µM; P16473;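 active = activity change below a set negative limit, meaning inhibition stronger than a set level, cut at about -70% in these data; inconclusive = activity change between two set negative limits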; note: % is set by controls: 0 for no effect and ±100 for the full control effect
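TSHR-expressing cells were treated with compounds, then stimulated with TSH at EC80 (4nM final) for 2 hours at 37 deg C. Cellular cAMP was measured by HTRF competition between lysate cAMP and cAMP-d2 for a cryptate-labelled anti-cAMP antibody.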
AT treatment: potential ataxia-telangiectasia treatments restoring KAP-1 phosphorylation. […] A-T fibroblasts, KAP-1 phosphorylation AlphaLISA; neocarzinostatin DNA damage 30 min before lysis. Potency, µM (doses to about 57.5 µM), for inactives: at the highest dose activation, usual class: activators. 0.19% of 320,000 active; note: potency is the fitted concentration of half-maximal effect; % of control where 0% means no effect; nearly all actives have a fitted effect of over 45% in size
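hTERT-immortalized A-T patient fibroblasts ([…]), 500 cells/well in OPTI-MEM, 1% FBS, got compounds for 60 min, then NCS for 30 min at 37C. Lysates were then assayed for phospho-KAP-1 by AlphaLISA (anti-pKAP1 donor, anti-KAP1 acceptor beads), 6 hr at 25C.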
S-ASM inh: human S-ASM enzyme inhibition | placental ASM, HMU-PC fluorogenic substrate, 60 min | Potency, µM (doses to about 57.5 µM), without a hit: at the top dose activity change, negative = inhibition, usual class: inhibitors | 0.006% of 340,000 active; note: potency is the fitted concentration of half-maximal effect
Target sequence (P17405 47-631 limits assumed): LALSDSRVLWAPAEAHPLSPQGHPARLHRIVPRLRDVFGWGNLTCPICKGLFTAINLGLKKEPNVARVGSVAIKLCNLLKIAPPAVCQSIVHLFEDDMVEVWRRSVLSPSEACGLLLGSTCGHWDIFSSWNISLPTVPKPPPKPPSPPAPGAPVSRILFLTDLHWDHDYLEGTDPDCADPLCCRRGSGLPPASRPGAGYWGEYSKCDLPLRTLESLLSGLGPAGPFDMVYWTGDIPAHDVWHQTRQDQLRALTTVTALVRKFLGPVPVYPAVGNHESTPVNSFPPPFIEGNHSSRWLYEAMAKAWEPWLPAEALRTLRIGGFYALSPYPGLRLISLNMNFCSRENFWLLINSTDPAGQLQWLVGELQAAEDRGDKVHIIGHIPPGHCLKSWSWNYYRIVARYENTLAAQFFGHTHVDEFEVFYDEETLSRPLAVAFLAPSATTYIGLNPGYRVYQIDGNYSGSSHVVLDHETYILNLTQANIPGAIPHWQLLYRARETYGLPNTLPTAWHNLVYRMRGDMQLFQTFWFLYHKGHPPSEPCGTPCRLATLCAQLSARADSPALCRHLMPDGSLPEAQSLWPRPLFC
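HMU-PC0 cleavage (9 uM final) by human placental ASM, 60 min at 37 °C following 10 min compound exposure at RT; stopped at pH 10, fluorescence Ex 386/Em 447 nm.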
CXXC DNA block: inhibitors of human MLL CXXC domain-DNA interaction. Q03164. MLL-CXXC / FITC-HOXA9 DNA fluorescence polarization. Potency, µM (highest dose often 115 µM), inactives show at the top dose activity change, negative = inhibition, most hits filed as inhibitors. 0.037% of 290,000 active. AID 2662; active = well fitted inhibition curve with a large enough effect in the polarisation, with a control signal flat, not every such curve was filed as active; inconclusive = small, poorly fitted or top-dose-only effect, or effect the other way, or a change in a side signal; inactive = no such curve, though single readings can be large or run the other way; the % refers to the polarisation; note: potency is the fitted concentration of half-maximal effect
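Purified MLL-CXXC (added from a 7 uM solution) was preincubated 5 min at ambient with pinned compounds in 50 mM Tris-HCl pH 7.5, 50 mM NaCl, 1 mM DTT, 0.05% BSA. Fluorescein-labeled HOX-A9 DNA (50 nM solution) followed, 30 min, then polarization read.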
PTAP TSG101 blk: blocks PTAP/TSG101 interaction to inhibit HIV-1 budding; Fluorescence polarization, FITC-PTAP peptide / Tsg101 binding; Potency, µM (top dose mostly 115 µM), for the others: top-dose activity change, negative = inhibition, actives largely listed as inhibitors; AID 493005; 340,000 tested, under 10 active; active = well fitted inhibition curve with a large enough effect in the main read-out, with a control signal flat, not every such curve was filed as active; inconclusive = small, poorly fitted or top-dose-only effect, or effect the other way, or a change in a side signal; inactive = no such curve, though single readings can be large or run the other way; note: potency is the fitted concentration of half-maximal effect; % of control where 0% means no effect
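Fluorescence anisotropy tracks displacement of a FITC-tagged PTAP peptide (50 nM) from the Tsg101 binding domain (10 uM), following a 20 min room-temperature incubation at pH 7.5.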
MBNL1 CUG block: MBNL1-poly(CUG) RNA binding inhibition. 0.036% of 280,000 active. TR-FRET MBNL1-His/biotin-(CUG)12 binding, 665/545 ratio. Q9NR56. Potency, µM (doses to about 57.5 µM), without a hit: top-dose activity change, negative = inhibition, usual class: inhibitors; active = well fitted inhibition curve with a large enough effect in the signal ratio, with a control signal flat, not every such curve was filed as active; inconclusive = small, poorly fitted or top-dose-only effect, or effect the other way, or a change in a side signal; inactive = no such curve, though single readings can be large or run the other way; the % refers to the signal ratio; note: potency is the fitted concentration of half-maximal effect; % is set by controls: 0 for no effect and ±100 for the full control effect
Target sequence (Q9NR56 whole entry, looked up): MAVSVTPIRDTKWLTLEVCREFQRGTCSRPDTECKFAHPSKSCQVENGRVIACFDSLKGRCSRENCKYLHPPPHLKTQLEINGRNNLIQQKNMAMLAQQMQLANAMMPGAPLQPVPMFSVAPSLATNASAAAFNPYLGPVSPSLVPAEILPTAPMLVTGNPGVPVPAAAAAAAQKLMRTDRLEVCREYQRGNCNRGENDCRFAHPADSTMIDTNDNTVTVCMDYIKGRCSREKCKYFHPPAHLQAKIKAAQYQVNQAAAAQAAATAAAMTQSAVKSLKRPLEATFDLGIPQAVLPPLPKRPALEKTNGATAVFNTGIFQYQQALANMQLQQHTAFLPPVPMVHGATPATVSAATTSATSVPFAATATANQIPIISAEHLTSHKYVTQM
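His-tagged MBNL1 binding to biotinylated (CUG)12 RNA was measured by TR-FRET using terbium anti-His antibody (0.055 ng/ul final) and streptavidin-XL665 (5 nM final). Compounds were titrated 92 nM to 58 uM; 60 min at room temperature.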
* = called active by the depositor; ? = inconclusive; · = not tested or not shown; [ ] = another dose, or the depositor's remark. Unless noted, calls come from the whole dose curve; as a rule, active = well fitted curve in the direction sought with a large enough effect; inconclusive = small, poorly fitted or top-dose-only effect, or another doubt; inactive = no such curve, though single readings can be large; an effect the other way counts as inactive or inconclusive. Only part of the results is shown; count on the stated rates, not on these rows.

Screens in order – S-ASM inh	Integrin act MD	MBNL1 CUG block	CXXC DNA block	TSHR antagonist	Menin-MLL TR inh	TCR act	PTAP TSG101 blk	AT treatment	Mito fusion yeast
COc1ccc(C)cc1NC(=O)CO/N=C(\N)CC(=O)NC1CCCCC1
    1%	-10%	·	·	29	·	5%	0%	-1%	0%
O=C(COc1ccc(F)cc1)Nc1nnc(S(=O)(=O)N2CCCC2)s1
    2%	-6%	1%	-5%	-10	?	-3%	-3%	1%	1%
COc1ccccc1N(CC(O)COc1ccccc1)S(=O)(=O)c1ccccc1 (configuration not stated)
    2%	4%	-10%	4%	24	-2%	0%[46.1 µM]	1%	5%	4%
C(=N\N(c1ccccc1)c1ccccc1)/c1ccccn1
    -7%	-17%	9%	9%	13	3%	4%	1%	4%	13%
N#Cc1ccccc1N1CCN(C(=O)c2ccc(NC(=O)c3ccc(Br)o3)cc2)CC1
    8%	-21%	·	·	-5	·	3%	0%	15%	-4%
Cc1ccc(C(=O)N/N=C/C2=Cc3ccccc3OC2C)cc1 (configuration not stated)
    393%[activator]	16%	26%	16%	-23	7%	1%[46.1 µM]	-5%	-1%	?
Cc1ccc2[nH]c3c(c2c1)CN(C(=O)CN1CCN(c2ccccc2F)CC1)CC3
    ·	·	-3%	-12%	-12	-6%	·	·	15%	3%
O=C(Nc1cccc(-c2cccc(F)c2)c1)C1CCN(CC2CCOC2)CC1 (configuration not stated)
    1%	-58%[inhibitor]	6%	0%	-7	·	0%	-1%	-4%	10%
CC/C(=N\O)c1ccc(O)c(OC)c1
    6%	3%	-4%	-2%	-5	10%	·	-8%	0%	-1%
O=C(NC(=S)Nc1ccccc1Cl)c1csnn1
    1%	14%	-3%	-2%	-8	?	-1%	-6%	6%	10%
COc1ccc(C(=O)NCc2nnc(SCC(=O)Nc3nc4ccccc4s3)o2)cc1
    5%	22%	·	0%	0	?	4%[46.1 µM]	-1%	6%	0%
COCCNC(=O)C(c1ccc(F)cc1)N(Cc1ccco1)C(=O)CCC(=O)Nc1ccccn1 (configuration not stated)
    0%	21%	1%	-2%	8	1%	3%	-6%	1%	-1%
COCc1cc(C)n(CC(=O)Nc2ccccc2OC)c(=O)c1C#N
    -2%	-6%	1%	4%	-7	5%	·	0%	1%	-7%
COc1ccc(NC(=O)c2c(NC(=O)CNCc3ccco3)sc3c2CCC3)c(OC)c1
    -6%	-3%	-8%	3%	11	5%	1%	-2%	-4%	2%
CCN1CCN(S(=O)(=O)CC2(C)C3CCC2(C)C(=O)C3Br)CC1 (configuration not stated)
    -3%	-30%	-8%	26%	6	-1%	-15%	-11%	13%	-2%
Cc1ccccc1NS(=O)(=O)c1cc(C(=O)Nc2cccnc2)ccc1C
    -4%	-15%	-5%	-6%	2	·	-4%	-4%	-4%	3%
Cc1ccnc(NC(=O)c2ccoc2C)c1
    5%	22%	-1%	6%	2	-2%	2%[46.1 µM]	-2%	5%	-1%
CC(=O)CCn1c(=O)n(CCC(C)=O)c(=O)n(CCC(C)=O)c1=O
    -3%	-13%	-8%	-9%	6	-9%	-4%[46.1 µM]	-5%	12%	0%
Nc1nonc1-n1nnc(C(=O)N/N=C/c2cccc(Cl)c2)c1-c1ccc2c(c1)OCO2
    -6%	-13%	-3%	11%	-20	·	2%	-3%	-12%	0%
Cc1ccc2c(CN(C)Cc3ccccc3)cc(=O)oc2c1C
    -4%	-36%	1%	-1%	-6	?	1%	1%	14%	0%

New compounds follow.
Screens in order – S-ASM inh	Integrin act MD	MBNL1 CUG block	CXXC DNA block	TSHR antagonist	Menin-MLL TR inh	TCR act	PTAP TSG101 blk	AT treatment	Mito fusion yeast
O=C(O)C1CCCN(S(=O)(=O)c2ccccc2)C1 (configuration not stated)
    5%	19%	3%	-5%	10	-9%	-5%	-1%	4%	-1%
Cc1nc(CSc2nnc(N)s2)cs1
    -4%	4%	-6%	1%	2	8%	0%	-1%	-3%	-10%
Cn1cc(CN2CCC(C(=O)N3CCCCC3)CC2)c(-c2ccccc2F)n1
    -1%	12%	2%	2%	-35	-11%	-13%	-1%	-6%	-7%[9.22 µM]
Cc1ccccc1OCC(=O)N/N=C/c1ccc2c(c1)OCCO2
    0%	23%	·	3%	-3	-11%	6%[46.1 µM]	-4%	2%	-8%
O=C(Nc1ccc(F)cc1)C1CCN(S(=O)(=O)c2cccc3nonc23)CC1
    -4%	12%	22%	-5%	-2	2%	-2%	-3%	-1%	-2%
CCCCCOc1ccc(NC(=O)CSc2cccc3cccnc23)cc1
    -11%	-64%[inhibitor]	5%	10%	-21	4%	-2%[46.1 µM]	0%	16%	0%
COc1ccc(/C=N/NC(=O)CCc2c(C)n[nH]c2C)cc1OC
    3%	13%	?	12%	11	-1%	-2%	0%	7%	-1%
CCOc1cc(C2NC(=O)NC(C)=C2C(=O)NCc2ccccc2)c(Cl)cc1O (configuration not stated)
    -2%	-1%	-2%	8%	-14	-9%	-9%	-5%	·	-7%
CC[C@@H](C)[C@H](NC(=O)Cc1c(C)c2c(cc(C)c3c(C)c(C)oc32)oc1=O)C(=O)O
    71%[activator]	-15%	?	?	-6	-20%	0%	-3%	-1%	4%
COc1cc2c(cc1OC)C(c1cccc([N+](=O)[O-])c1)NC(=O)C2 (configuration not stated)
    2%	-32%	?	-5%	12	0%	-5%	-5%	-1%	2%
COc1ccc(Cl)cc1NC(=O)Cn1c(C)csc1=O
    1%	?	·	·	-16	·	0%	-2%	-2%	-1%
CCOc1ccc(OCCNCc2ccc(OC(C)C(=O)N(C)C)c(OCC)c2)cc1 (configuration not stated)
    4%	8%	-7%	9%	21	?	12%	-3%	11%	0%
COc1cc(OC)c2c(-c3ccccc3)cc(C3CCCCC3)nc2c1
    4%	-3%	·	·	·	·	4%	-12%	·	·
COc1cc(OC)nc(NC(=O)CN2CCN(c3ccc(F)cc3)CC2)n1
    2%	2%	-1%	-4%	4	10%	5%	0%	-1%	-13%
CC(=O)c1sc(NCc2ccccc2)nc1C
    13%	-13%	11%	3%	2	-24%	-2%	-6%	4%	-29%
COc1ccc(/C=N/NS(=O)(=O)c2ccccc2)cc1OC
    0%	-40%	14%	7%	-1	10%	-4%	0%	3%	-3%
Cc1nc(NC(=O)c2oc3ccccc3c2C)sc1C(=O)N(C)C
    -3%	-15%	31%[activator]	-5%	-3	-1%	4%[46.1 µM]	-3%	·	4%
COc1ccc(NC(=O)CN2C(=O)C(C)SC(C)C2=O)cc1 (configuration not stated)
    6%	17%	-9%	1%	5	-1%	-1%[46.1 µM]	-1%	1%	-7%
O=C(CCNC(=O)c1ccc(Cl)cc1)NC1CCCc2ccccc21 (configuration not stated)
    -2%	0%	·	·	5	·	7%	2%	2%	-10%
CCOC(=O)c1oc2ccc(S(=O)(=O)n3nc(-c4cc(OC)c(OC)c(OC)c4)cc3N)cc2c1C
    -10%	0%	-6%	-3%	12	34%[activator]	-1%	-1%	0%	6%
COc1ccccc1NS(=O)(=O)c1cccc(C(=O)OCC(=O)Nc2cc(C)on2)c1
    -1%	-10%	-14%	-4%	7	11%	-1%	3%	0%	3%
Cc1ccc(S(=O)(=O)N=C2SCCCS2)cc1
    1%	44%	-10%	1%	-3	-2%	4%	-1%	1%	-2%
COc1ccccc1C1NC(=O)CS1 (configuration not stated)
    4%	14%	-5%	-4%	·	0%	5%	3%	33%	-1%
